Compound activity deposited in PubChem by several laboratories.
NCOA3 inh: inhibitors of human steroid receptor coactivator 3 (SRC3) | HEK293 GAL4-SRC3 luciferase reporter, luminescence | inhibition, % at 3.6 µM | 0.17% of 360,000 active;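 active = inhibition above a per-campaign cutoff, the mean of all compounds plus 3 SD, cut at about 60% in these data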;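 note: 0% = DMSO-treated cells and 100% = gossypol-treated cells at 36 µM; higher means less SRC3-driven luciferase light from the GAL4 reporter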
CF NFkB inh: cystic fibrosis NF-kB activation inhibition. KKLEB NF-kB-GFP reporter, PAF-induced, GFP fluorescence overnight. inhibition, % at 5 µM. 0.86% of 360,000 active;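 active = at least 50% inhibition at 5 µM, scaled per plate between neutral and stimulator controls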;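 note: PAF is a Pseudomonas aeruginosa culture filtrate used as stimulus; plate controls were PAF-stimulated DMSO wells for no effect and unstimulated DMSO wells for full effect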
SRC1 inh: inhibitors of human steroid receptor coactivator 1 (SRC1); Q15788; HEK293 GAL4-SRC1 luciferase reporter, luminescence; inhibition, % at 3.6 µM; 0.12% of 360,000 active; AID 588354;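 active = inhibition above the campaign mean plus 3 SD, with each screening campaign given its own cutoff, cut at about 60% in these data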;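 note: 0% = DMSO treated cells and 100% = gossypol at 36 µM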
LRH-1 inv ag: NR5A2 inverse agonism in reporter assay. 0.13% of 360,000 active. AID 602396. HEK293T StAR-luciferase reporter, LRH-1 transfected, 24 h. inhibition, % at 3.6 µM. O00482;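 active = inhibition above the mean inhibition of all tested compounds plus 3 SD, cut at about 73% in these data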;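 note: 0% = DMSO wells and 100% = reporter-only cells lacking LRH-1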
Target sequence (O00482 whole entry, looked up): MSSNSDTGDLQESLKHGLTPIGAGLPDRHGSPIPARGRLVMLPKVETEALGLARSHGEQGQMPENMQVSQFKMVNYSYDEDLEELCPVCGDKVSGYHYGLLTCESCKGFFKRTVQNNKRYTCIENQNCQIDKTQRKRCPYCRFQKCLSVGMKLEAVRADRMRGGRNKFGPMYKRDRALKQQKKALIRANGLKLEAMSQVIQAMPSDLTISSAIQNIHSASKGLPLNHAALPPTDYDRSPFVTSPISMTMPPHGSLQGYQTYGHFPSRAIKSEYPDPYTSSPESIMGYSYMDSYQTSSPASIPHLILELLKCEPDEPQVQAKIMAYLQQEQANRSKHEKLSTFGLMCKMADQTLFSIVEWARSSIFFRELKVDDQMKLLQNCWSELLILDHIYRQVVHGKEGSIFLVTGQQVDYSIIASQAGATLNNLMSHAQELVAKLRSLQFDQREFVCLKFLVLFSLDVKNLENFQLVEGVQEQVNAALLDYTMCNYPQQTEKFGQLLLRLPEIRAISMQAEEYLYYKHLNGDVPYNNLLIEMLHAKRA
KKLEB cytotox: reduces viability of KKLEB cystic fibrosis airway cells. KKLEB CF airway cells viability, ATPlite luminescence, overnight; hits give low values; cells stimulated with P. aeruginosa culture filtrate. activity change (cytotoxicity), % at 5 µM. 0.36% of 360,000 active. AID 602141;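 active = corrected activity change at or below -50% at 5 µM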
TRAIL sens C8: sensitizes caspase-8 expressing cells to TRAIL | NB7+C8 cells + TRAIL, ATPlite viability luminescence | inhibition (viability loss, TRAIL sensitization), % at 10 µM | 1% of 360,000 active | AID 624354;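 active = compounds causing at least 50% loss of cell viability in the single-dose screen, relative to plate controls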
TWEAK Fn14 block: TWEAK-Fn14 signaling inhibition. TWEAK-stimulated Fn14 reporter cells, luciferase luminescence, 8 h. inhibition, % at 10 µM. 2% of 360,000 active. AID 1159606; in the data active = inhibition above about 50%
LMP1 NFkB inh: inhibitors of Epstein-Barr LMP1-induced NF-kappaB reporter | LMP1-induced NF-kappaB luciferase reporter cells, luminescence | inhibition, % at 12.5 µM | 0.69% of 350,000 active; in the data active = inhibition above about 41%;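 note: 0% = neutral control wells and 100% = reference inhibitor control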
TROY signal inh: TROY signaling inhibition; inhibition, % at 10 µM; 0.98% of 360,000 active; AID 1347056; Q293 LMP1-TROYcd NF-kB luciferase reporter, 4 h;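 active = compounds whose plate-normalised and pattern-corrected inhibition of the luciferase reporter signal at the single screening dose is 50% or more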
Shn3 3UTR inh: Schnurri-3 reporter inhibition in Clone20 osteoblasts | Clone20 osteoblast Shn3 3'UTR firefly luciferase, 24 h | inhibition, % at 12.5 µM | 0.52% of 360,000 active;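 active = mean inhibition of at least 75% with every replicate also reaching 75%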;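 note: 0% = median of neutral control wells and 100% = pilot-screen positive control compound; some compounds past the cut are filed as inactive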
NR2F2 inh: blocks human COUP-TFII nuclear receptor; P24468; HEK293T NGFI-A luciferase reporter, luminescence; inhibition, % at 8.6 µM; 0.7% of 370,000 active;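 active = inhibition above a per-plate cutoff, mean inhibition of test wells between control levels plus 3 SD, cut at about 38% in these data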;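 note: cells cotransfected with COUP-TFII expression vector driving the NGFI-A reporter; 0% = median of COUP-TF2 test wells and 100% = reporter-only cells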
Target sequence (P24468 whole entry, looked up): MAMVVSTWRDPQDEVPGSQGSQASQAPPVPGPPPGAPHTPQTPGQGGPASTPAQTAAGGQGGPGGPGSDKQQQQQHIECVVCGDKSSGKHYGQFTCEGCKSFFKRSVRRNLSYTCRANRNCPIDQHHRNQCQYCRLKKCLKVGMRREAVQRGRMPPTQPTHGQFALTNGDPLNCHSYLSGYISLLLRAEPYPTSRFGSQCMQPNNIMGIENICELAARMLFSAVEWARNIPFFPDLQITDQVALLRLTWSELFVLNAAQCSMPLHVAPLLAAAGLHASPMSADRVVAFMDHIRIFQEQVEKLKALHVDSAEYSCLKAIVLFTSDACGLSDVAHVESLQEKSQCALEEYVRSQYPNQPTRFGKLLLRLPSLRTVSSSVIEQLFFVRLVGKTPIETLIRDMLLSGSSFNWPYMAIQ
* marks the source's active call; other numbers are inactive results; · = no result given; & = joins results of further samples. The list is partial, so the mix of outcomes need not match the whole.

Values run as follows: NCOA3 inh, CF NFkB inh, SRC1 inh, LRH-1 inv ag, KKLEB cytotox, TRAIL sens C8, TWEAK Fn14 block, LMP1 NFkB inh, TROY signal inh, Shn3 3UTR inh, NR2F2 inh
> CCN1C(=O)[C@H]2[C@@H](c3ccc(-c4ccc(Cl)c(Cl)c4)c(OC)c3)N3CCCC[C@@]3(C(=O)OC)[C@H]2C1=O
→ -33, 25, -3, -2, -6, 9, 36, -1, 9, -3, -5
> O=C(Cc1c(F)cccc1Cl)c1ccc(O)cc1O
→ -14, -11, -6, -25, 4, -3, -3, -2, -16, 2, 5
> CC(=O)c1cccc(NC(=O)c2c(-c3c(F)cccc3Cl)noc2C)c1
→ -6, 6, 3, -24, -6, 5, -12, 3, 4, 5, 10
> COc1ccc(C)cc1S(=O)(=O)n1ccnc1C
→ 5, 2, -11, -3, -2, -8, 14, 2, -10, -6, 9
> Cn1c(NCc2c(O)ccc3ccccc23)nc2ccccc21
→ 3, -9, 4, 2, -3, 2, 23, 9, 41, 22, 10
> CCNC(=S)Nc1ccc2ncoc2c1
→ 27, -4, 17, 5, -3, 7, 20, -2, -45, -1, -8
> COc1ccccc1CNC(=O)C(=O)c1cn(CC(=O)N2CCOCC2)c2ccccc12
→ -111, -15, -17, -47, 8, -11, -6, -8, -9, -26, -16
> CCC(C)NCCCOc1cc(Cl)ccc1Cl (stereo unspecified)
→ 0, -3, 12, -11, -9, -18, -10, -3, -3, 11, 8
> COc1ccccc1-n1c(CNC(=O)c2cccc([N+](=O)[O-])c2C)n[nH]c1=S
→ 6, 2, 0, -14, -26, 1, 8, -3, -2, 4, 9
> Cc1ccc(C(=O)OCC(=O)Nc2ccc(N3CCOCC3)cc2)cc1
→ -1, 14, -29, -23, -20, 8, -5, -6, -3, -20, -21
> COc1ccc(C)cc1NC(=O)C1CCN(C(=O)Cc2ccccc2)CC1
→ -1, -3, -2, 1, -7, -1, -3, -17, 14, -18, -4
> COc1cc(N2CCCC2)c(OC)cc1/C=C1/NC(=S)NC1=O
→ 29, -50, -3, 19, -1, 1, -33, 10, -1, -10, 7
> Cc1ccc(F)cc1NC(=O)CSc1n[nH]c(N)n1
→ -11, 20, 6, -8, -1, 1, 5, -3, -6, 5, 5
> CSc1cccc(CNC(=O)C2CCC(=O)N(CC3CCCCC3)C2)c1 (stereo unspecified)
→ -6, -5, 5, 23, 4, 6, -9, -5, 6, 25, 18
> O=C(N/N=C/C=C\c1ccco1)c1cccs1
→ -20, -12, -4, 9, -6, -12, 22, -13, -17, -70, -30
> Cc1cc(Cl)c(OCCCN(C)C)c(Br)c1
→ 10, 6, 11, 2, 1, 13, -5, -5, -14, 76, 0
> O=S(=O)(NCc1ccccn1)c1cc(OCC(F)(F)F)ccc1OCC(F)(F)F
→ 18, 12, -5, 1, 3, 1, -4, -3, -2, -38, 1
> COc1ccc(Cc2nnc(NC(=O)c3cccc(F)c3)s2)cc1OC
→ 7, 23, 3, 5, -2, -15, 10, 2, -1, -38, 16
> O=C(COc1ccc([N+](=O)[O-])cc1Cl)NCCN1C(=O)CSC1=O
→ 7, -14, -8, 13, 11, -13, -12, -1, -12, 8, 15
> CC1=C(C(=O)N(C)C)CC(CC(=O)NCc2cccc3ccccc23)C(=O)N1Cc1ccc(F)cc1 (stereo unspecified)
→ 6, 2, 2, 4, -16, 6, -3, ·, 5, 9, -1
> O=C1c2ccccc2C(=O)c2c1cccc2N1CCN(C/C=C/c2ccccc2)CC1
→ 4, 11, 21, -2, -16, 4, -15, -5, 21, 12, 1
> O=C1C2CC=CCC2C(=O)N1c1ccc(NCCc2cccc(F)c2)c([N+](=O)[O-])c1 (stereo unspecified)
→ 3, 2, 0, -5, -2, 25, -11, -11, 5, 28, 7
> O=C(NCc1ccccc1)c1ccc(Br)cc1
→ 15, 4, -19, -1, 6, 0, 7, -8, 7, -1, 32
> O=[N+]([O-])c1ccc(NCCN2CCOCC2)c([N+](=O)[O-])c1
→ -9, -20, -7, 9, 0, -6, -21, -23, 1, -76, -8
> CC(C)(C)NC(=O)C1N(c2cccnc2)C(=O)C2C(C(=O)Nc3ccccc3F)C3(C)C=CC21O3 (stereo unspecified)
→ 2, -1, -11, 10, -10, 13, -1, -5, 6, -2, 6
> CCOC(=O)c1c(NC(=O)c2ccn(CC)n2)sc2c1CCC2
→ 13, 0, 10, -14, 4, 14, -36, 4, 0, 3, 9
> COc1ccccc1CNS(=O)(=O)c1ccc(-n2cnnn2)c(C)c1
→ 4, -10, 1, -16, -3, -15, 10, -11, 8, 7, 8
> c1csc(CNc2ncnc3ccc(-c4ccc5c(c4)OCO5)cc23)c1
→ 13, 27, 0, 12, -24, 9, -24, 2, 15, 18, -1&8&-2
> OCCNc1nc2ccccc2nc1NCCO
→ 9, 5, -17, 0, -16, 14, -7, 5, 13, -5, -6
> CC(C)Sc1nc2c(cnn2-c2ccc(Cl)cc2)c(=O)[nH]1
→ -4, -12, 23, 8, 0, -5, -3, -5, 5, 4, 6

Retrieved by compound from above (two):
Values run as follows: NCOA3 inh, CF NFkB inh, SRC1 inh, LRH-1 inv ag, KKLEB cytotox, TRAIL sens C8, TWEAK Fn14 block, LMP1 NFkB inh, TROY signal inh, Shn3 3UTR inh, NR2F2 inh
> CC(=O)c1cccc(NC(=O)c2c(-c3c(F)cccc3Cl)noc2C)c1
→ -6, 6, 3, -24, -6, 5, -12, 3, 4, 5, 10
> O=C(Cc1c(F)cccc1Cl)c1ccc(O)cc1O
→ -14, -11, -6, -25, 4, -3, -3, -2, -16, 2, 5

(cont.)
Values run as follows: NCOA3 inh, CF NFkB inh, SRC1 inh, LRH-1 inv ag, KKLEB cytotox, TRAIL sens C8, TWEAK Fn14 block, LMP1 NFkB inh, TROY signal inh, Shn3 3UTR inh, NR2F2 inh
> O=C1C(c2ccc(F)cc2)N(Cc2ccc3c(c2)OCO3)C(=O)CN1C1CCCCCC1 (stereo unspecified)
→ 3, -7, -2, 20, 1, 12, -6, -8, -7, 5, 0
> CN(C)c1cccc(NC(=O)c2cccc3c(-c4ccc(F)c(F)c4)coc23)c1
→ -16, -7, -15, -40, -4, -7, 1, ·, -58, -20, -8
> O=C(NC1CCSc2ccccc21)c1cccc(Cl)c1 (stereo unspecified)
→ 0, -4, -50, 10, 8, 1, -8, 1, 4, -1, 6
> COc1ccc(NC(=O)CSc2nc3nc(C)cc(C)c3c(=O)[nH]2)cc1
→ 4, -26, 10, 43, -2, -6, 10, -39, 6, 15, 5
> CC1(C)CC2CC(C)(CN2S(=O)(=O)c2cccc(C(=O)O)c2)C1 (stereo unspecified)
→ -9, 9, -16, 11, -13, -9, 2, 3, -6, -10, 0
> Cc1cc(C)c(NC(=S)N(CCCN2CCN(C)CC2)Cc2cccs2)c(C)c1
→ 12, 8, -20, 3, 3, 1, 16, 4, 2, -17, 11
> CCCCCCN1CCN(C2CN(Cc3cn(Cc4cccc(C(F)(F)F)c4)nn3)S(=O)(=O)C2)CC1 (stereo unspecified)
→ ·, ·, ·, -15, ·, 2, 13, ·, 30, ·, 29
> CC(=O)Nc1cc(-c2ccc(N3CCN(C)CC3)cc2)cn2c(-c3ccc(S(C)(=O)=O)cc3)cnc12
→ -18, -17, 1, -8, -12, 5, -29, ·, -22, 0, -17
> COc1cccc(OCCNC(=O)c2ccccc2Sc2ccccc2C#N)c1
→ 20, 6, 10, -29, 0, 15, 6, 5, 4, 7, -2
> C/C(=N\OCC(=O)NC(C)C)c1cccs1
→ 1, 2, -1, -15, -1, -3, -12, -7, -37, -3, 6
> CN1CCN(c2nc3c(c(=O)n(C)c(=O)n3C)n2Cc2ccccc2)CC1
→ 22, 2, 5, -12, 9, 0, -4, 0, -7, 12, 8
> COc1ccc(/C=N/NC(=O)Nc2ccc3nsnc3c2)c(OC)c1
→ -11, -14, -22, -6, -4, -3, 19, -12, -55, -17, -13
> CCc1ccc(NC(=O)CSc2nc(=O)n(CCCN3CCOCC3)c3c2CCCC3)cc1
→ 0, 5, -7, 4, -7, 20, -4, 5, 10, -17, 8
> CCc1ccc(N2CC(C(=O)OCC(=O)N(CC)c3c(N)n(Cc4ccccc4)c(=O)[nH]c3=O)CC2=O)cc1 (stereo unspecified)
→ -1, -5, -29, -10, 5, 1, 0, -2, -3, -11, -5
> Nn1c(SCC(=O)NCCCc2ccccc2)nnc1-c1cccnc1
→ 1, -6, 5, -25, 6, 3, 2, 0, 3, 12, 8
> CC(C)/C(=N\NS(=O)(=O)c1ccc(Br)cc1)c1cccs1
→ 2, 1, 11, -17, 9, 3, 8, 0, -12, 10, -4
> Clc1ccc(-n2nnnc2-c2ccccc2)cc1Cl
→ 22, -10, -2, 0, -5, -8, -2, -3, -26, -12, -1

Whole records, looked up by structure.
CN(C)c1cccc(NC(=O)c2cccc3c(-c4ccc(F)c(F)c4)coc23)c1 as listed: NCOA3 inh: -16; CF NFkB inh: -7; SRC1 inh: -15; LRH-1 inv ag: -40; KKLEB cytotox: -4; TRAIL sens C8: -7; TWEAK Fn14 block: 1; LMP1 NFkB inh: ·; TROY signal inh: -58; Shn3 3UTR inh: -20; NR2F2 inh: -8
CN1CCN(c2nc3c(c(=O)n(C)c(=O)n3C)n2Cc2ccccc2)CC1 as listed: NCOA3 inh: 22; CF NFkB inh: 2; SRC1 inh: 5; LRH-1 inv ag: -12; KKLEB cytotox: 9; TRAIL sens C8: 0; TWEAK Fn14 block: -4; LMP1 NFkB inh: 0; TROY signal inh: -7; Shn3 3UTR inh: 12; NR2F2 inh: 8

Reformatted: results already given
mol	NCOA3 inh	CF NFkB inh	SRC1 inh	LRH-1 inv ag	KKLEB cytotox	TRAIL sens C8	TWEAK Fn14 block	LMP1 NFkB inh	TROY signal inh	Shn3 3UTR inh	NR2F2 inh
Nn1c(SCC(=O)NCCCc2ccccc2)nnc1-c1cccnc1	1	-6	5	-25	6	3	2	0	3	12	8
CC(C)/C(=N\NS(=O)(=O)c1ccc(Br)cc1)c1cccs1	2	1	11	-17	9	3	8	0	-12	10	-4
Clc1ccc(-n2nnnc2-c2ccccc2)cc1Cl	22	-10	-2	0	-5	-8	-2	-3	-26	-12	-1
